# PLAP act = activates human placental alkaline phosphatase; P05187; purified PLAP enzyme, luminescent substrate read-out; hits give high values; activation fold at 20 µM; hit rate 1.2% among 96,000; AID 696; in the data active means activation fold above about 2
# EphB4 antag = blocks human EphB4 binding to ephrin-B2; P54760; EphB4 LBD / TNYL-RAW-Alexa532 peptide, fluorescence polarization; inhibition, % at 7 µM; hit rate 0.15% among 97,000;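 active means inhibition above the screen-wide mean inhibition plus 3 SD, cut at about 15% in these data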;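 further: 0% = DMSO wells and 100% = excess unlabeled TNYL-RAW peptide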
# Plk1 PBD FP = blocks phosphopeptide binding to human Plk1 polo box domain; Plk1 PBD phosphopeptide binding, fluorescence polarization; inhibition, %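 (tested at about 20 µM)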; hit rate 0.13% among 97,000; AID 693; in the data active means inhibition above about 34%, passing the limit was not always enough
# Target sequence (P53350 whole entry, looked up, the tested form may be a part): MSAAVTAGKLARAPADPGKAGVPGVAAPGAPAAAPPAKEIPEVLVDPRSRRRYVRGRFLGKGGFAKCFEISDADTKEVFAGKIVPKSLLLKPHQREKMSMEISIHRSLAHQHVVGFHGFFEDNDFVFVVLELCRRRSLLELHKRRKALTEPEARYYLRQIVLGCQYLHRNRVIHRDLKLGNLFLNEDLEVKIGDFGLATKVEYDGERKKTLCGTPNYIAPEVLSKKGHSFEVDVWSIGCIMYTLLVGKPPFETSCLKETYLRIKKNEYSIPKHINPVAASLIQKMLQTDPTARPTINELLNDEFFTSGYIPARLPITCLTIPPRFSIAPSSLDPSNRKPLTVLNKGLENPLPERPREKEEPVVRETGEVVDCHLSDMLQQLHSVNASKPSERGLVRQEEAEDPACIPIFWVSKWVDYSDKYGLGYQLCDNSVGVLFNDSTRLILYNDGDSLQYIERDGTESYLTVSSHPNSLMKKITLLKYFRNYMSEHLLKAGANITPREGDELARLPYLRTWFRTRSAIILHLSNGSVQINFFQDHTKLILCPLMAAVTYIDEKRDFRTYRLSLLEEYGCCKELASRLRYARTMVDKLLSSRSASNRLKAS
# CYP2C19 act = increases human CYP2C19 enzyme activity | P33261 | AID 1025 | 96,000 tested, under 10 active | recombinant CYP2C19, luciferin-H EGE luminescence; hits give high values; 0 = fully inhibited enzyme, 1 = untreated enzyme | activation factor at 5 µM;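 active means activation factor of at least 2 at 5 µM in the primary screen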;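 further: 0 = wells with 2.5 mM tranylcypromine and 1 = vehicle-only wells; values of inactives mirror those of a sister screen read the other way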
# CYP2C19 inh = blocks human cytochrome P450 2C19. P33261. inhibition, % at 5 µM. CYP2C19 Supersomes, luciferin-H EGE luminescence, 30 min. hit rate 21% among 96,000;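 active means CYP2C19 inhibition above a set limit at 5 µM in the primary screen, cut at about 50% in these data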;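 further: plate controls were negative control wells for no effect and 2.5 mM tranylcypromine positive control for full effect; values of inactives mirror those of a sister screen read the other way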
# CYP2C9 inhib = blocks human cytochrome P450 2C9; CYP2C9 Supersomes, luciferin-H conversion, luminescence; inhibition, % at 5 µM; P11712; hit rate 20% among 96,000;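 active means blocking of liver enzyme CYP2C9 beyond about 50% at 5 µM, limit read from the data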; further: values of inactives mirror those of a sister screen read the other way
# CYP2C9 activ = CYP2C9 (human) activation | P11712 | recombinant CYP2C9, luciferin-H conversion, luminescence; hits give high values; factor 1 = untreated enzyme, 0 = blocked | activation factor at 5 µM | hit rate 1.4% among 96,000;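 active means activation factor of 2 or more for CYP2C9 at a 5 µM dose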;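 further: 0 = sulfaphenazole-blocked wells and 1 = vehicle-only wells; values of inactives mirror those of a sister screen read the other way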
# HIV Rev-RRE inh = disrupts HIV-1 Rev binding to RRE RNA; hit rate 0.79% among 97,000; inhibition, % at 8 µM; P05866; Rev peptide-RRE RNA binding, FRET;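 active means inhibition above the screen-wide mean plus 3 SD, cut at about 35% in these data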;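 further: 0% = median DMSO wells and 100% = median Neomycin B control wells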
# Target sequence (P05866 whole entry, looked up): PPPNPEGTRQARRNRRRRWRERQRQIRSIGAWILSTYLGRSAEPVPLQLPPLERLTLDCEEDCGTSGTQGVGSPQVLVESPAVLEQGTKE
#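 Probe or stimulus: fluorescein-Rev peptide as binding partner; assay system: Cy5-tagged RRE RNA duplex with fluorescein-tagged Rev peptide; timing: 5 min compound–RNA preincubation, then 15 min with peptide, 25 °C; medium: HEPES pH 7.5 buffer with KCl, MgCl2, NaCl and EDTA; signal: fluorescein-to-Cy5 FRET, 480 nm excitation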
# PLK1 kinase inh = PLK1 (human) kinase inhibition; recombinant PLK1 kinase, TR-FRET peptide phosphorylation; inhibition, % at 10 µM; hit rate 0.53% among 97,000; AID 619;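 active means inhibition of 50% or more in the single-concentration screen; inactive means inhibition below 50%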;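 further: 0% = DMSO max control and 100% = H-89 dihydrochloride min control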
# Active calls of the source: *; . = no result given. Outcome played no part in choosing rows; any-hit rate near 29%.
# The first 17 records, to show the layout:
SMILES,PLAP act,EphB4 antag,Plk1 PBD FP,CYP2C19 act,CYP2C19 inh,CYP2C9 inhib,CYP2C9 activ,HIV Rev-RRE inh,PLK1 kinase inh
S=c1[nH]nc(-c2cc(-c3ccco3)[nH]n2)n1-c1ccccc1Cl,1.8,0,-22,0.8,16,24,0.8,9,-3
CCCCSc1ccc(NC(=O)c2cccnc2)cc1,0.7,-4,1,0.8,23,49,0.5,-1,-6
COc1ccc2ccccc2c1C1CC(=O)N2CN(Cc3ccco3)CSC2=C1C#N (stereo unspecified),1.3,-2,-24,0.4,55*,86*,0.1,-3,1
CC(C)(C)c1cc(CN2CCN(CCO)CC2)cc(C(C)(C)C)c1O,1.7,-6,13,0.8,19,21,0.8,-5,-10
Cc1cccc(S(=O)(=O)Nc2cccc3c2C(=O)c2ccccc2-3)c1,1.3,-10,-63,1,-1,59*,0.4,24,-4
COc1cccc(C2C(C(=O)c3sc(C)nc3C)=C(O)C(=O)N2CCN2CCOCC2)c1OC (stereo unspecified),1.1,-2,3,1.1,-5,-5,1.1,2,-2
CCOC(=O)c1[nH]c(C)c(C(=O)Nc2cc(OC)ccc2OC)c1C,0.9,-2,14,0.7,25,-96,2*,1,-1
COc1ccc(-c2noc(C3CCCN(C(=O)c4cccs4)C3)n2)cc1 (stereo unspecified),1.7,13,14,0.1,85*,89*,0.1,9,1
CN1CCN(S(=O)(=O)c2ccc(=O)[nH]c2)CC1,0.7,5,-20,1.1,-8,-2,1,8,0
CSC(=NNC(=O)c1ccccc1O)SC,1.1,3,-18,1,4,44,0.6,3,-5
O=C(OCc1ccc(COC(=O)c2ccccn2)cc1)c1ccccn1,0.9,0,21,1,5,21,0.8,7,-8
NC(=O)c1ccc(C2SCC(=O)N2Cc2ccccc2)cc1 (stereo unspecified),1,-5,24,0.8,23,16,0.8,3,-7
Cc1ccc(C(=O)Nc2ccc(O)cc2C(=O)O)cc1C,0.9,0,20,0.9,11,6,0.9,7,1
CCSc1nc2c(c(=O)n1CC)SC(C)C2 (stereo unspecified),1.2,.,.,0.8,19,19,0.8,.,.
COCCCNC(=O)c1c(N)n(-c2ccc(S(N)(=O)=O)cc2)c2nc3ccccc3nc12,1.3,6,-5,1.1,-10,-22,1.2,3,-2
CN(C)C(/C=C/Nc1ccc(C#N)cc1)=C(C#N)C#N,1,-1,10,0.4,58*,25,0.8,6,-3
O=C(c1ccc(-c2cccc(C(F)(F)F)c2)o1)N1CCOCC1,1.2,-5,-25,0.8,23,1,1,12,-9

# This part in full, repeating the preview:
SMILES,PLAP act,EphB4 antag,Plk1 PBD FP,CYP2C19 act,CYP2C19 inh,CYP2C9 inhib,CYP2C9 activ,HIV Rev-RRE inh,PLK1 kinase inh
S=c1[nH]nc(-c2cc(-c3ccco3)[nH]n2)n1-c1ccccc1Cl,1.8,0,-22,0.8,16,24,0.8,9,-3
CCCCSc1ccc(NC(=O)c2cccnc2)cc1,0.7,-4,1,0.8,23,49,0.5,-1,-6
COc1ccc2ccccc2c1C1CC(=O)N2CN(Cc3ccco3)CSC2=C1C#N (stereo unspecified),1.3,-2,-24,0.4,55*,86*,0.1,-3,1
CC(C)(C)c1cc(CN2CCN(CCO)CC2)cc(C(C)(C)C)c1O,1.7,-6,13,0.8,19,21,0.8,-5,-10
Cc1cccc(S(=O)(=O)Nc2cccc3c2C(=O)c2ccccc2-3)c1,1.3,-10,-63,1,-1,59*,0.4,24,-4
COc1cccc(C2C(C(=O)c3sc(C)nc3C)=C(O)C(=O)N2CCN2CCOCC2)c1OC (stereo unspecified),1.1,-2,3,1.1,-5,-5,1.1,2,-2
CCOC(=O)c1[nH]c(C)c(C(=O)Nc2cc(OC)ccc2OC)c1C,0.9,-2,14,0.7,25,-96,2*,1,-1
COc1ccc(-c2noc(C3CCCN(C(=O)c4cccs4)C3)n2)cc1 (stereo unspecified),1.7,13,14,0.1,85*,89*,0.1,9,1
CN1CCN(S(=O)(=O)c2ccc(=O)[nH]c2)CC1,0.7,5,-20,1.1,-8,-2,1,8,0
CSC(=NNC(=O)c1ccccc1O)SC,1.1,3,-18,1,4,44,0.6,3,-5
O=C(OCc1ccc(COC(=O)c2ccccn2)cc1)c1ccccn1,0.9,0,21,1,5,21,0.8,7,-8
NC(=O)c1ccc(C2SCC(=O)N2Cc2ccccc2)cc1 (stereo unspecified),1,-5,24,0.8,23,16,0.8,3,-7
Cc1ccc(C(=O)Nc2ccc(O)cc2C(=O)O)cc1C,0.9,0,20,0.9,11,6,0.9,7,1
CCSc1nc2c(c(=O)n1CC)SC(C)C2 (stereo unspecified),1.2,.,.,0.8,19,19,0.8,.,.
COCCCNC(=O)c1c(N)n(-c2ccc(S(N)(=O)=O)cc2)c2nc3ccccc3nc12,1.3,6,-5,1.1,-10,-22,1.2,3,-2
CN(C)C(/C=C/Nc1ccc(C#N)cc1)=C(C#N)C#N,1,-1,10,0.4,58*,25,0.8,6,-3
O=C(c1ccc(-c2cccc(C(F)(F)F)c2)o1)N1CCOCC1,1.2,-5,-25,0.8,23,1,1,12,-9
O=C(Cc1cscn1)c1ccc(O)cc1O,1.1,3,-3,1,-2,-16,1.2,8,-1
COC(=O)COc1ccc2c(=O)c(Oc3ccccc3)c(C)oc2c1,0.9,.,.,0.7,28,10,0.9,.,.
Nc1sc(-c2ccccc2)cc1C(=O)O,1.3,1,30,0.6,37,64*,0.4,2,3
CCS(=O)(=O)c1ccc(C(=O)Nc2cccc(Cl)c2)c(Cl)c1Cl,1.1,-5,-3,1,0,-30,1.3,10,-5
O=C(OC(C(=O)NCC1CCCO1)c1ccccn1)c1cccs1 (stereo unspecified),0.9,6,-20,0.8,21,3,1,7,-7
CCOC(=O)Nc1cc(OC)c(OC)cc1Cc1nccc2cc(OC)c(OC)cc12,1.6,11,25,0.2,85*,62*,0.4,10,-13
Cc1c(-c2ccc(Cl)cc2)oc(=O)c2c(N)n(-c3ccccc3)nc12,0.9,4,27,0.8,21,18,0.8,6,-29
COc1ccc(OC)c(-c2nc3c(C)n[nH]c(=O)c3[nH]2)c1,0.8,-4,-5,1,4,10,0.9,5,-7
CC(C)CN(C(=O)COC(=O)Cc1n[nH]c(=O)c2ccccc12)C1CCS(=O)(=O)C1 (stereo unspecified),1.1,-2,-6,1.3,-30,-14,1.1,3,-11
CCN1CCN(c2oc(-c3ccc(OC)cc3)nc2C#N)CC1,.,-6,-21,.,.,.,.,6,-2
O=C1C(c2ccc(F)cc2)N(C2CCCCC2)C(=O)CN1C1CCCC1 (stereo unspecified),1.1,-17,8,1,4,-12,1.1,2,-5
CC(=O)Nc1ccc(NC(=O)c2c(C)nc3ccccn23)cc1,1,-2,-4,1,2,-2,1,1,3
COc1ccnc(N=CNOCc2ccc(F)cc2Cl)c1C#N,0.9,5,7,0.6,39,10,0.9,8,-10
CCOC(=O)C(NC(C)=O)(OCc1ccc(F)cc1)C(F)(F)F (stereo unspecified),0.9,3,-28,0.4,55*,9,0.9,5,18
C=CCn1c(=O)c2c3c(sc2n2c(Nc4ccccc4)nnc12)CCCC3,0.8,6,10,0.6,44,35,0.6,8,-11
CC1(C)CC(=O)C2=C(C1)N(CC1CCCO1)C(=O)C2(NC(=O)c1cccnc1)C(F)(F)F (stereo unspecified),1.5,4,-19,1,-3,12,0.9,5,-9
CCc1c(C)nc2ncnn2c1N1CCC(C(=O)NCc2cccc(OC)c2)CC1,1.1,1,-6,0.9,6,-2,1,1,-8
CCc1nc2oc3cc(OC)ccc3c(=O)c2c(=O)n1Cc1ccccc1,1.6,5,18,0.5,53*,49,0.5,21,2
O=C(c1ccc(S(=O)(=O)N2CCOCC2)cc1)N1CCN=C1SCc1cccnc1,1,-8,6,0.9,7,9,0.9,1,-12
COc1ccc(C(=O)Nc2ccc(N3CCCC3)cc2)cc1,1.3,2,6,0.9,12,-27,1.3,3,-12
C=CCn1c(N)c(C(=O)N2CCN(C)CC2)sc1=S,1.1,2,3,0.6,44,18,0.8,6,-18
COc1cc(C(=O)O)cc(Br)c1OC1CCCC1,1.1,3,8,1.2,-17,-24,1.2,10,-10
CCOC(=O)C1[C@H]2C(=O)N(CCCOC)C[C@]23C=C[C@H]1O3 (stereo partly specified),1.1,0,16,1,-2,3,1,1,-2
Cc1ccc(S(=O)(=O)CC(=O)c2ccc(C)c([N+](=O)[O-])c2)cc1,1.2,-1,6,1.1,-7,-105,2*,-3,-9
O=C(CN1C2CCC1CC(NC(=O)C1CC1)C2)NCc1ccccc1 (stereo unspecified),0.9,.,.,1,-3,-11,1.1,.,.
CCn1cc(C(=O)NCc2ccco2)c(=O)c2cc(S(=O)(=O)N3CCC(C)CC3)ccc21,1.4,3,-4,0.9,13,66*,0.3,-2,-6
CCOC(=O)C1CCN(C(=O)Cc2ccc(C)cc2)CC1,0.8,-4,2,0.8,21,52*,0.5,-1,-1
COC(=O)c1c(CSc2ccc(C)c(C)c2)noc1C(=O)NCc1ccc(OC)cc1,1,-2,6,0.3,65*,75*,0.2,5,-4
NC(=O)C1CCN(c2nnnn2-c2ccccc2)CC1,1,1,8,0.6,42,10,0.9,5,-8
O=C(Nc1c2c(nn1-c1ccc(Cl)cc1)CS(=O)(=O)C2)c1ccc2c(c1)OCO2,1.2,-4,-18,0.9,13,36,0.6,1,-14
CCCN(CCC)S(=O)(=O)c1cc(Br)cc2c1N(C(=O)CC)CC2,1.5,.,.,0.9,9,42,0.6,.,.
COc1ccc(C2=NOC(C(=O)Nc3cc(Br)ccc3O)C2)cc1OC (stereo unspecified),1.4,-6,-15,0.9,12,-1,1,-5,-1
CCCOC(=O)Nc1cc(OC)c(Cl)cc1OC,1,-2,-25,0.1,89*,47,0.5,1,-10
CC(C)Cc1ccc(S(=O)(=O)N2CCN(C(=O)c3ccco3)CC2)cc1,0.9,0,9,0.7,28,17,0.8,4,-9
COc1ccc(N(CN2C(=O)C3C4C=CC(C4)C3C2=O)C(=O)c2ccco2)cc1 (stereo unspecified),.,-7,52*,.,.,.,.,-1,1
Cc1ccc(S(=O)(=O)Nn2c(C)nnc2-n2nc(C)cc2C)cc1,1,2,0,1,2,14,0.9,1,-6
O=C(COC(=O)c1cccc(S(=O)(=O)N2CCc3ccccc3C2)c1)NCc1ccco1,0.9,.,.,0.7,28,42,0.6,.,.
Cc1nc(C)c(C(=O)Nc2ccc(C)c(F)c2)o1,1.4,-3,-17,1.1,-9,3,1,8,-15
CC(=O)Nc1ccc(S(=O)(=O)N2CCC(NC(C)=O)(c3cccc(F)c3)CC2)cc1,0.9,3,1,0.1,93*,75*,0.3,3,-6
COC(=O)CC1C(=O)NCCN1C(=O)CSc1nnc(Nc2ccc(OC)cc2)s1 (stereo unspecified),1.5,-1,-1,1,-3,2,1,5,-14
CC1CCN(C(=O)c2ccc3c(c2NCCO)C(=O)c2ccccc2C3=O)CC1,1.2,4,-38,0.2,81*,24,0.8,-30,4
